High-throughput results from PubChem.
TcdB inh = blocks C. difficile toxin B glycohydrolase activity; inhibition, % at 9.99 µM; 350,000 tested, 0.24% active; TcdB glycohydrolase enzymatic assay, plate reader; P18177; in the data active = inhibition above about 10%
An asterisk follows results filed as active; & = joins results of further samples.

SMILES	TcdB inh
O=C(NCCN1CCOCC1)[C@]1(Cc2ccccc2)N=C(c2ccc(OCCCO)cc2)O[C@@H]1c1ccccc1	0.5
Cc1ccc(S(=O)(=O)Nc2cccc3c2O[C@H](CN(C)CC2CCCCC2)[C@@H](C)CN([C@H](C)CO)C3=O)cc1	0.7
Cn1cnc(S(=O)(=O)N[C@H]2CC[C@@H](CC(=O)N3CCN(c4ccccc4)CC3)O[C@@H]2CO)c1	-0.3
C[C@H]1CN([C@@H](C)CO)C(=O)c2cccc(NC(=O)C3CCCCC3)c2O[C@H]1CN(C)CC1CCCCC1	1.5
COc1ccc(-c2cn(CC[C@@H]3CC[C@H](NC(=O)CCN4CCCCC4)[C@@H](CO)O3)nn2)cc1	0.5
COc1ccc(NC(=O)N(C)C[C@H]2Oc3ccc(NC(=O)Nc4c(C)noc4C)cc3CC(=O)N([C@H](C)CO)C[C@@H]2C)cc1	-0.5
Cc1noc(C)c1NC(=O)N(C)C[C@@H]1OCCCC[C@@H](C)Oc2ccc(NC(=O)C3CCCCC3)cc2C(=O)N([C@@H](C)CO)C[C@@H]1C	0.4
C/C=C/c1ccc2c(c1)O[C@H](CN(C)Cc1cccc(F)c1)[C@H](C)CN([C@H](C)CO)S2(=O)=O	0.9
C[C@H]1CCCCO[C@@H](CN(C)Cc2ccncc2)[C@@H](C)CN([C@@H](C)CO)C(=O)c2cc(NS(=O)(=O)c3cccs3)ccc2O1	1.1
O=S(=O)(c1ccc(Cl)cc1)N1[C@@H]2CNC[C@H]1C2c1ccc(-c2cccnc2)cc1 (stereo not given in full)	-0.1&-3.2
C[C@H]1CCCCO[C@@H](CN(C)C(=O)Nc2ccc(F)cc2)[C@@H](C)CN([C@@H](C)CO)C(=O)c2cc(NC(=O)Nc3ccc(C(F)(F)F)cc3)ccc2O1	-2.4
CN(C[C@H]1N[C@@H](CO)[C@@H]1c1ccc(-c2cccc(F)c2)cc1)S(C)(=O)=O	0.3
COc1ccc(NC(=O)N2C[C@@H](O)COC[C@H]3O[C@H](CC(=O)N4CCN(C)CC4)CC[C@@H]32)cc1	4.9
C/C=C/c1cnc2c(c1)C(=O)N([C@H](C)CO)C[C@@H](C)[C@H](CN(C)C(=O)NCCC)O2	-1.5
COCC#Cc1ccc([C@H]2[C@@H](CO)N3C(=O)CN(C(=O)C4CCCC4)C[C@@H]23)cc1	0.3
CCCC(=O)N1CC2(CCN(C(=O)NC(C)C)CC2)c2c([nH]c3cc(OC)ccc23)[C@H]1CO	2.0
C[C@@H]1CCCCO[C@H](CN(C)C(=O)Nc2cccc3ccccc23)[C@H](C)CN([C@@H](C)CO)C(=O)c2cc(NC(=O)Nc3ccc(F)cc3)ccc2O1	-0.7
C/C=C/c1cnc2c(c1)C(=O)N([C@H](C)CO)C[C@H](C)[C@H](CN(C)C(=O)c1cccnc1)O2	-12.6
COCC(=O)Nc1ccc2c(c1)C(=O)N(C)[C@@H]1CC[C@H](CC(=O)NCC3CC3)O[C@H]1CO2	0.2
C[C@H](CO)N1C[C@H](C)[C@H](CN(C)Cc2ccncc2)Oc2cc(C#CC3CC3)ccc2S1(=O)=O	-0.1
C[C@@H]1CCCCO[C@@H](CN(C)S(=O)(=O)c2cn(C)cn2)[C@H](C)CN([C@@H](C)CO)C(=O)c2cc(NS(=O)(=O)c3cn(C)cn3)ccc2O1	-4.2
C[C@@H]1CN([C@H](C)CO)S(=O)(=O)c2ccc(C#CCN(C)C)cc2O[C@H]1CN(C)Cc1cccnc1	-0.3
C[C@H](CO)N1C[C@H](C)[C@H](CN(C)Cc2ccccc2)Oc2ccc(NC(=O)Cc3ccccc3)cc2CC1=O	-0.2
Cc1cccc(-c2ccc([C@@H]3[C@@H](CO)N4CCCCN(C(=O)c5ccc6c(c5)OCO6)C[C@@H]34)cc2)c1	-0.9
COCC(=O)Nc1ccc2c(c1)[C@H]1C[C@H](CC(=O)NCc3cccnc3)O[C@H](CO)[C@H]1O2	-0.5

Following part
SMILES	TcdB inh
CN(C)C(=O)[C@@H]1[C@@H](CO)[C@@H]2Cn3c(ccc(-c4cncnc4)c3=O)[C@@H]2N1Cc1ccccc1F	0.6
C[C@H]1CN([C@@H](C)CO)C(=O)c2ccccc2-c2ccccc2CO[C@@H]1CN(C)C(=O)NC1CCCCC1	-0.4
O=C1O[C@@H](c2ccccc2)[C@@H](c2ccccc2)N2[C@@H](c3ccccc3OCCO)[C@]3(C(=O)Nc4ccc(C#CCCO)cc43)[C@@H](C(=O)O)[C@H]12	-1.8
C[C@H]1CN([C@@H](C)CO)S(=O)(=O)c2ccc(-c3cncnc3)cc2O[C@@H]1CN(C)C(=O)C1CCC1	0.6
C[C@H](CO)N1C[C@H](C)[C@H](CN(C)S(=O)(=O)c2cccs2)Oc2c(NC(=O)C3CC3)cccc2C1=O	-0.6
O=C(N[C@H]1C=C[C@H](CC(=O)N2CCc3ccccc3C2)O[C@@H]1CO)C1CCOCC1	-0.9
COCC#Cc1ccc2c(c1)O[C@@H](CN(C)C(C)=O)[C@@H](C)CN([C@@H](C)CO)S2(=O)=O	-0.6
COCC(=O)N(C)C[C@H]1Oc2cc(-c3ccncc3)ccc2S(=O)(=O)N([C@@H](C)CO)C[C@@H]1C	-1.2
CNC[C@H]1OCCCC[C@@H](C)Oc2ccc(NC(=O)c3ccccc3)cc2C(=O)N([C@H](C)CO)C[C@@H]1C	-0.3
COc1cccc(-c2ccc([C@@H]3[C@H]4CN(C(=O)c5cccnc5)CC(=O)N4[C@H]3CO)cc2)c1	0.8
COc1cccc(C(=O)N2C[C@H]3[C@@H](c4ccccc42)[C@H](CO)N3C(=O)c2ccc(F)cc2)c1	-0.7
Cc1noc(C)c1NC(=O)N1C[C@@H](O)COC[C@H]2O[C@@H](CC(=O)NCC3CCCCC3)CC[C@@H]21	0.1
C[C@@H]1CN([C@@H](C)CO)C(=O)c2cccc(NS(=O)(=O)c3ccc(F)cc3)c2O[C@@H]1CN(C)C(=O)Nc1ccc(C(F)(F)F)cc1	-0.6
CC(C)NC(=O)Nc1ccc2c(c1)C(=O)N([C@@H](C)CO)C[C@@H](C)[C@@H](CN(C)Cc1ccc(C(=O)O)cc1)OCCCC[C@H](C)O2	-1.8
CC(=O)N1[C@@H]2Cn3c(ccc(C4=CCCCC4)c3=O)[C@H]1[C@@H](C(=O)N[C@@H](C)c1ccccc1)[C@@H]2CO	-4.7
CCC(=O)N1CC[C@H]2[C@@H]1c1cc(-c3ccccc3)ccc1N(C)[C@H]2CO	3.6
CN1c2ccc(Br)cc2[C@H]2[C@H](CCN2C(=O)Cc2cccnc2)[C@@H]1CO	-0.1
C[C@@H]1CN([C@@H](C)CO)C(=O)c2cc(-c3ccccc3F)cnc2O[C@@H]1CN(C)C(=O)c1ccccn1	0.1
Cc1noc(C)c1NC(=O)N(C)C[C@@H]1OCCCC[C@@H](C)Oc2ccc(N(C)C)cc2C(=O)N([C@@H](C)CO)C[C@@H]1C	-7.8
C[C@@H]1CCCCO[C@H](CN(C)Cc2ccc(Cl)c(Cl)c2)[C@@H](C)CN([C@@H](C)CO)C(=O)c2cc(NC(=O)CCC(F)(F)F)ccc2O1	-0.3
COCC#Cc1ccc2c(c1)O[C@H](CN(C)CC1CC1)[C@H](C)CN([C@@H](C)CO)S2(=O)=O	-1.4
C[C@@H]1CN([C@@H](C)CO)C(=O)Cc2cc(NS(=O)(=O)c3ccc(F)cc3)ccc2O[C@@H]1CN(C)S(=O)(=O)c1cn(C)cn1	0.7
COCC(=O)Nc1ccc2c(c1)OC[C@H](C)N(CCC(F)(F)F)C[C@@H](C)[C@@H](OC)CN(C)C2=O	-0.9
CC(=O)N(C)C[C@H]1[C@@H](c2ccc(-c3cccnc3)cc2)[C@@H](CO)N1C(=O)C1CC1	0.9
C[C@@H]1CCCCO[C@@H](CN(C)S(=O)(=O)c2ccc(Cl)cc2)[C@H](C)CN([C@@H](C)CO)C(=O)c2cc(NC(=O)Nc3ccc(F)cc3)ccc2O1	-1.4

2 of the compounds above, field by field.
> COCC#Cc1ccc2c(c1)O[C@H](CN(C)CC1CC1)[C@H](C)CN([C@@H](C)CO)S2(=O)=O
  TcdB inh: -1.4

> C[C@@H]1CCCCO[C@H](CN(C)Cc2ccc(Cl)c(Cl)c2)[C@@H](C)CN([C@@H](C)CO)C(=O)c2cc(NC(=O)CCC(F)(F)F)ccc2O1
  TcdB inh: -0.3

Random excerpt: 3 records from the list, in no set order.
SMILES	TcdB inh
CN(C)C(=O)[C@@H]1[C@@H](CO)[C@@H]2Cn3c(ccc(-c4cncnc4)c3=O)[C@@H]2N1Cc1ccccc1F	0.6
C[C@H](CO)N1C[C@H](C)[C@H](CN(C)Cc2ccncc2)Oc2cc(C#CC3CC3)ccc2S1(=O)=O	-0.1
C[C@@H]1CN([C@@H](C)CO)C(=O)c2cccc(NS(=O)(=O)c3ccc(F)cc3)c2O[C@@H]1CN(C)C(=O)Nc1ccc(C(F)(F)F)cc1	-0.6

The main list resumes, starting 3 compounds before the break.
SMILES	TcdB inh
COCC(=O)Nc1ccc2c(c1)OC[C@H](C)N(CCC(F)(F)F)C[C@@H](C)[C@@H](OC)CN(C)C2=O	-0.9
CC(=O)N(C)C[C@H]1[C@@H](c2ccc(-c3cccnc3)cc2)[C@@H](CO)N1C(=O)C1CC1	0.9
C[C@@H]1CCCCO[C@@H](CN(C)S(=O)(=O)c2ccc(Cl)cc2)[C@H](C)CN([C@@H](C)CO)C(=O)c2cc(NC(=O)Nc3ccc(F)cc3)ccc2O1	-1.4
CN1C(=O)c2cc(NC(=O)Cc3ccccc3)ccc2OC[C@@H]2O[C@H](CC(=O)O)CC[C@@H]21	-0.1
O=C(c1ccncc1)N1C[C@@H]2[C@H](c3ccccc31)[C@H](CO)N2Cc1ccccc1F	0.5
C[C@@H]1CN([C@H](C)CO)C(=O)c2cc(C3=CCCCC3)cnc2O[C@H]1CN(C)Cc1ccccc1	1.0
C[C@@H]1CN([C@H](C)CO)C(=O)c2cccc(NC(=O)Nc3ccc(C(F)(F)F)cc3)c2O[C@H]1CN(C)Cc1ccc(-c2ccccc2)cc1	0.5
COc1ccc(S(=O)(=O)N(C)C[C@H]2Oc3ccc(NC(=O)Nc4ccc(C(F)(F)F)cc4)cc3C(=O)N([C@@H](C)CO)C[C@H]2C)cc1	-0.5
C[C@@H]1CN([C@@H](C)CO)C(=O)c2cc(NS(C)(=O)=O)ccc2O[C@@H]1CN(C)Cc1ccncc1	-0.2
O=C(Cc1ccccc1)N[C@H]1C=C[C@@H](CC(=O)N2CCCCC2)O[C@H]1CO	-1.4
C[C@@H]1CN([C@H](C)CO)C(=O)c2cc(C#Cc3cccnc3)cnc2O[C@@H]1CN(C)S(C)(=O)=O	1.3
C[C@H](CO)N1C[C@H](C)[C@@H](CN(C)Cc2ccc(Oc3ccccc3)cc2)Oc2ccc(NS(=O)(=O)c3cn(C)cn3)cc2CC1=O	-9.9
NCC[C@@H]1CC[C@@H](NC(=O)Cc2ccncc2)[C@H](CO)O1	0.3
Cc1noc(C)c1S(=O)(=O)N(C)C[C@@H]1Oc2ccc(NC(=O)NC3CCCCC3)cc2CC(=O)N([C@H](C)CO)C[C@H]1C	0.3
CO[C@H]1CN(C)C(=O)c2ccc(NS(=O)(=O)c3cn(C)cn3)cc2OC[C@H](C)N(Cc2cccc(F)c2)C[C@H]1C	0.7
O=C(C[C@H]1CC[C@@H](NC(=O)C2CC2)[C@H](CO)O1)NCc1ccncc1	0.0
N#C[C@@H]1[C@H](c2ccc(-c3cncnc3)cc2)[C@H](CO)N1C(=O)Cc1ccccc1	-1.3
Cc1noc(C)c1S(=O)(=O)Nc1ccc2c(c1)C(=O)N([C@H](C)CO)C[C@@H](C)[C@H](CN(C)C(=O)Nc1ccc(C(F)(F)F)cc1)O2	1.4
C[C@H](CO)N1C[C@H](C)[C@H](CN(C)Cc2ccc(C(=O)O)cc2)OCCCC[C@H](C)Oc2ccc(NC(=O)C3CCCCC3)cc2C1=O	0.0
C[C@@H]1CN([C@H](C)CO)C(=O)c2cccc(N(C)C)c2O[C@@H]1CN(C)S(=O)(=O)c1cn(C)cn1	0.5
CO[C@H]1CN(C)C(=O)c2ccc(NC(=O)Nc3cccc(F)c3)cc2OC[C@H](C)N(C(=O)Nc2c(C)noc2C)C[C@@H]1C	-0.5
O=C(Nc1cc(F)ccc1F)N[C@@H]1CC[C@@H](CCn2cc(C3CCCCC3)nn2)O[C@H]1CO	1.6
CC(C)NC(=O)N(C)C[C@H]1Oc2ccc(NC(=O)c3ccncc3)cc2CC(=O)N([C@H](C)CO)C[C@@H]1C	0.0
COc1ccc(NC(=O)N(C)C[C@H]2Oc3c(NC(=O)c4nc5ccccc5s4)cccc3C(=O)N([C@@H](C)CO)C[C@@H]2C)cc1	0.0
CCCC#Cc1cnc2c(c1)C(=O)N([C@@H](C)CO)C[C@H](C)[C@@H](CN(C)C(=O)Nc1ccccc1F)O2	-0.8
COc1ccc(S(=O)(=O)Nc2ccc3c(c2)CC(=O)N([C@H](C)CO)C[C@@H](C)[C@H](CN(C)C(=O)NC2CCCCC2)O3)cc1	0.2
COc1ccccc1S(=O)(=O)N1CC[C@@H]2[C@@H](CO)Nc3ccc(-c4ccc(C#N)cc4)cc3[C@@H]21	0.3
O=C(c1ccccn1)N1C[C@H]2[C@@H](c3ccccc31)[C@@H](CO)N2C(=O)C1CCCC1	1.2
C[C@@H]1CCCCO[C@H](CN(C)CC2CCCCC2)[C@@H](C)CN([C@@H](C)CO)C(=O)c2cc(NS(=O)(=O)c3cccs3)ccc2O1	-1.6
CC(=O)Nc1ccc2c(c1)C(=O)N(C)[C@H]1CC[C@H](CC(=O)Nc3cn(C)nc3C)O[C@H]1CO2	0.0
C[C@H](CO)N1C[C@H](C)[C@@H](CN(C)S(=O)(=O)c2ccccc2)Oc2ncc(-c3cccc(C(=O)N(C)C)c3)cc2C1=O	0.2
C[C@@H]1CN([C@@H](C)CO)C(=O)c2cc(NC(=O)c3ccccc3)ccc2O[C@@H](C)CCCCO[C@@H]1CN(C)S(=O)(=O)c1ccccc1	-0.3
OC[C@H]1[C@H](c2ccc(-c3ccccc3F)cc2)[C@H]2CN(Cc3ccncc3)CCCCN21	0.8

The list is partial (hit frequency here may not be typical).
